# DNMT1 inh = blocks human DNA methyltransferase DNMT1. inhibition (reported as % activation of signal), % at 10 µM. 360,000 tested, 0.83% active. DNMT1 molecular beacon, Hinp1I cleavage, fluorescence. P26358; in the data active = inhibition above about 50%
# TbMetRS inhib = Trypanosoma brucei MetRS inhibition; purified T. brucei MetRS, ATP depletion, Kinase-Glo luminescence; 360,000 tested, 0.4% active; AID 624268; inhibition, % at 11.9 µM;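 active = inhibition above a per-plate cutoff of the control wells' mean inhibition plus 3 SD, cut at about 5.5% in these data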;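 also: 0% = DMSO wells median and 100% = median of wells with control inhibitor compound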
#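 Dosing: 11.9 µM single point; system: parasite MetRS enzyme; technique: luminescence of leftover ATP; times: 15 min enzyme-compound preincubation, 2 h reaction, 10 min detection, 25 °C; replicates: each compound tested once; read-out basis: percent inhibition relative to median high and low control wells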
# MsrA inh = inhibits bovine methionine sulfoxide reductase A. AID 651718. purified bovine MsrA, absorbance read-out. inhibition, % at 15.5 µM. 360,000 tested, 0.75% active; in the data active = inhibition above about 4.5%;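 also: 0% = vehicle wells with enzyme and 100% = reference inhibitor wells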
# NadD inh = inhibitors of Staphylococcus aureus NadD. AID 602399. purified NadD enzyme, colorimetric absorbance read-out. inhibition, % at 20 µM. 360,000 tested, 0.78% active; in the data active = inhibition above about 26%; also: some compounds past the cut are filed as inactive
# STEP block = inhibitors of human striatal-enriched phosphatase STEP | inhibition, % at 20 µM | AID 588621 | recombinant STEP, OMFP fluorogenic substrate, fluorescence | P54829 | 360,000 tested, 0.25% active;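 active = inhibition at 20 µM, scaled per plate between control wells, above about 37%, limit read from the data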;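 also: 0% = DMSO with enzyme and substrate and 100% = substrate only without enzyme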
#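 material = STEP tyrosine phosphatase | reagent = fluorogenic phosphatase substrate OMFP at 25 µM final | doses = single compound dose of 20 µM, 1% DMSO final | schedule = 20 min reaction, room temperature, in the dark | measured by = fluorescence, 480/540 nm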
# Scp-1 inhibitor = Scp-1 (human) phosphatase inhibition. Q9GZU7. Recombinant Scp1, phosphopeptide, malachite green phosphate absorbance. inhibition, % at 20 µM. 340,000 tested, 0.88% active. AID 493091;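 active = inhibition above about 50% at 20 µM, limit read from the data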;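 also: plate controls were DMSO wells with enzyme for no effect and wells lacking enzyme for full effect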
#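 Incubation: 45 min enzyme reaction at room temperature / System: truncated SCP-1 phosphatase (76-261aa) / Reagent: Phospho 17-mer peptide substrate / Buffer or medium: Acidic Tris acetate buffer with magnesium and detergent / Signal: absorbance at 630 nm / Doses: one concentration, 20 µM, with 1.0% DMSO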
# Rpn11 block = Rpn11 (human) deubiquitinase inhibition; human 26S proteasome, Ub4-pepOG fluorescence polarization; 20S core pre-blocked with epoxomicin; calls only at 20 µM; 360,000 tested, 0.59% active;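 active = inhibition at 20 µM, scaled to each plate's controls, above about 33%, limit read from the data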
# Target sequence (O00487 whole entry, looked up): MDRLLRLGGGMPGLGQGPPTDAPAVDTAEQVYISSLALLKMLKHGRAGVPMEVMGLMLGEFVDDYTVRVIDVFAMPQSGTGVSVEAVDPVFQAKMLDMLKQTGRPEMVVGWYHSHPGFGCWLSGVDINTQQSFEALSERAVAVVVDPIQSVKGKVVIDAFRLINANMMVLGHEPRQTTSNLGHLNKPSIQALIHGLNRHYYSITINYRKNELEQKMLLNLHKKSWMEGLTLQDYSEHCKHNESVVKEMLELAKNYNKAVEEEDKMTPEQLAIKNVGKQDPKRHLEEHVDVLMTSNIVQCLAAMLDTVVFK
# CSN deneddyl inh = CSN deneddylation inhibition | Q92905 | Purified CSN, SCF-Nedd8-OG deneddylation, fluorescence polarization | inhibition, % at 12.5 µM | 360,000 tested, 0.38% active;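 active = pattern-corrected inhibition above about 35%, with an unprinted fluorescence ratio check between 0.5 and 1.5, limit read from the data, passing the limit was not always enough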;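 also: 0% = enzyme with substrate and 100% = substrate without enzyme; some results filed as inactive read as strong as hits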
# Target sequence (Q92905 whole entry, looked up, one chain of several): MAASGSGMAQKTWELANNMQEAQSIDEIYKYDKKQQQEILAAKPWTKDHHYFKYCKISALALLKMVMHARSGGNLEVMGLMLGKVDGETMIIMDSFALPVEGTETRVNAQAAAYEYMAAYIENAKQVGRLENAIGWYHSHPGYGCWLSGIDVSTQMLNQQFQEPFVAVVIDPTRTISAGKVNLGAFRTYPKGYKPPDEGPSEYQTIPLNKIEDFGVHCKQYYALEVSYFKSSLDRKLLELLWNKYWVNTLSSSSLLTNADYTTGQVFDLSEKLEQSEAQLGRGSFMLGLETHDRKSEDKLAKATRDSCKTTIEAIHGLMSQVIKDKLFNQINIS
#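 Assay system: purified human Csn5 enzyme expressed in HEK293T cells; Input: 0.24 nM Csn5 enzyme, final concentration; Reagent: 10 nM SCFSkp2-Nedd8OG; Compound dosing: 12.5 µM single point; Times: reaction 90 min, room temperature; Technique: fluorescence polarization readout.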
# LMPTP inh = LMPTP (human) inhibition | inhibition, % at 20 µM | AID 651560 | recombinant LMPTP-A, OMFP fluorogenic substrate, fluorescence intensity | P24666 | 360,000 tested, 0.22% active;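 active = compounds that cut the enzyme signal by at least half of the control window in the single-dose screen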;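 also: plate controls were DMSO wells with enzyme plus substrate for no effect and substrate without enzyme for full effect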
# Target sequence (P24666 whole entry, looked up): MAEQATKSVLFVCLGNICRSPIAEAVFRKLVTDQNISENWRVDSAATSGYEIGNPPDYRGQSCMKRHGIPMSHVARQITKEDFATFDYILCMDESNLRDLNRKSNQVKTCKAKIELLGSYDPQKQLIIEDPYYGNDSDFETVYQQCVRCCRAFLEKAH
#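 Test system: LMPTP-A phosphatase enzyme. Amount: LMPTP-A at 0.625 nM final in the reaction. Reagent: OMFP substrate, 400 µM final. Times: 50 min at room temperature. Signal: endpoint fluorescence intensity from OMFP dephosphorylation. Read-out basis: % inhibition. Benchmarks: no-enzyme and uninhibited controls.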
# SUMO1-SIM PPI = modulators of human SUMO1-mediated protein-protein interactions; 360,000 tested, 0.33% active; SUMO1 binding to a labelled peptide, TR-FRET, 1 h; inhibition, % at 20 µM; in the data active = inhibition above about 37%
# Target sequence (P63165 whole entry, looked up): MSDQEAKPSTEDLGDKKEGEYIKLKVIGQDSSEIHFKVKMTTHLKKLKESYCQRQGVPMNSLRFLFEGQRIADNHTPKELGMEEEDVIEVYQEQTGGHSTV
# * hit, by the source's call; i = inactive; x = no result given.
DNMT1 inh	TbMetRS inhib	MsrA inh	NadD inh	STEP block	Scp-1 inhibitor	Rpn11 block	CSN deneddyl inh	LMPTP inh	SUMO1-SIM PPI	canonical_smiles
-1	-0.6	-0.4	-5	2	10	i	4	-1.3	0	Cc1cc(C)cc(-n2ncc3c2CCCC3NC(=O)CN2CCCC2=O)c1 (centres undefined)
0	-0.1	0.3	-4	6	-10	i	-3	-2.0	2	CCOC(=O)C1CCN(C(=O)c2cccnc2Oc2ccccc2)CC1
0	-0.6	0.8	3	-1	3	i	-2	-2.0	-3	CCCCCOCC(O)CCC(=O)NN (centres undefined)
4	-0.5	0.3	1	-3	1	i	3	-0.6	-1	Cc1ccc(C(=O)NC2CCN(S(=O)(=O)c3ccc(F)cc3)CC2)cc1
-6	0.5	-1.1	0	0	13	i	9	-1.6	6	Cc1ccc2nc(SCc3nc4ccccc4c(=O)[nH]3)[nH]c2c1
2	-0.6	6.6*	3	-3	-2	i	8	0.5	-3	CCOC(=O)/C(C#N)=C1/C=CN(C)C(C)=N1
-2	0.0	0.6	2	2	-2	i	-4	-0.1	-2	CCCCn1c(SCC(=O)NC2CC2)nc2ccccc2c1=O
-4	0.7	-0.4	-11	6	2	i	3	-1.1	-2	Cn1c(N)c(C(=O)COC(=O)C2(c3cccc(F)c3)CCCC2)c(=O)n(C)c1=O
1	-0.2	1.0	-5	0	x	i	-1	-0.8	-5	O=C(NCCN1CCOCC1)c1cc(-c2ccccc2)nc2ccccc12
2	-0.1	0.3	-4	1	-7	i	-1	-1.0	-3	O=C(COc1ccc2ccc(=O)oc2c1)OCc1ccccc1
-5	-0.1	0.6	1	1	-3	i	-1	-0.3	-3	Cc1nn(-c2ccc(F)cc2)c(Cl)c1/C=C/C(=O)N1CCNC(=O)C1
56*	0.0	x	8	4	-5	i	8	6.2	-1	COc1ccc2[nH]c3nc(SCc4nnc(-c5ccc(C)cc5)o4)nnc3c2c1
1	-1.4	0.6	-3	-2	10	i	1	-0.4	-2	COc1cccc(C(=O)N(C)CC(=O)Nc2ccc(F)c(F)c2F)c1
-2	0.2	0.2	2	1	0	i	0	-0.1	3	Cc1ccc(-c2noc(CSc3nnc(-c4cccs4)n3C)n2)cc1
-15	-0.1	0.8	-1	-2	52*	i	5	0.0	4	CC(/C=C/c1ccco1)=N\NC(=O)c1cc(C)[nH]n1
0	-1.0	0.4	6	2	-2	i	-4	0.0	3	CCCCn1c(N)c(-c2nc3ccccc3s2)c2c([N+](=O)[O-])nn(CC)c(=O)c21
2	-0.2	-0.3	-8	-3	-8	i	3	-1.1	-3	CCOC(=O)C1C(=O)OC2(CCCC2)C1C(=O)OCC (centres undefined)
-3	-0.5	-0.7	-16	2	-7	i	-6	0.1	2	Cc1cc(C)cc(N/C(N)=N/c2nc(C)cc(C)n2)c1
-18	-0.3	0.5	-5	3	-15	i	4	6.7	4	COc1ccc(NC(=O)C23CC4CC(C2)CC(c2ccc(C)cc2)(C4)C3)cc1
3	-0.5	1.1	1	3	-5	i	-1	-0.2	-3	O=C(O)c1nn(CC(=O)N2CCN(c3ncc(C(F)(F)F)cc3Cl)CC2)c(=O)c2ccccc12

# Five compounds drawn at random from the list so far:
DNMT1 inh	TbMetRS inhib	MsrA inh	NadD inh	STEP block	Scp-1 inhibitor	Rpn11 block	CSN deneddyl inh	LMPTP inh	SUMO1-SIM PPI	canonical_smiles
0	-0.6	0.8	3	-1	3	i	-2	-2.0	-3	CCCCCOCC(O)CCC(=O)NN (centres undefined)
-1	-0.6	-0.4	-5	2	10	i	4	-1.3	0	Cc1cc(C)cc(-n2ncc3c2CCCC3NC(=O)CN2CCCC2=O)c1 (centres undefined)
2	-0.2	-0.3	-8	-3	-8	i	3	-1.1	-3	CCOC(=O)C1C(=O)OC2(CCCC2)C1C(=O)OCC (centres undefined)
1	-1.4	0.6	-3	-2	10	i	1	-0.4	-2	COc1cccc(C(=O)N(C)CC(=O)Nc2ccc(F)c(F)c2F)c1
-18	-0.3	0.5	-5	3	-15	i	4	6.7	4	COc1ccc(NC(=O)C23CC4CC(C2)CC(c2ccc(C)cc2)(C4)C3)cc1

# (further entries)
DNMT1 inh	TbMetRS inhib	MsrA inh	NadD inh	STEP block	Scp-1 inhibitor	Rpn11 block	CSN deneddyl inh	LMPTP inh	SUMO1-SIM PPI	canonical_smiles
-1	-1.4	0.3	-7	0	-8	i	-5	1.0	2	FC(F)(F)c1cccc(Cc2noc(CN3CCCCC3c3ccccn3)n2)c1 (centres undefined)
-3	-0.3	-1.0	-1	1	-8	i	2	-0.4	4	CC(=O)c1ccc(S(=O)(=O)NC2CC(=O)N(c3ccc(Cl)cc3)C2)cc1 (centres undefined)
4	0.0	0.2	-6	2	-10	i	-3	-2.1	-5	CC(Sc1nncn1C)C(=O)NCCC1=CCCCC1 (centres undefined)
1	-0.5	0.2	-2	-2	-9	i	4	-1.6	3	COC(=O)c1c(C)nsc1NC(=O)Oc1ccccc1
-16	0.1	-1.1	-5	6	-7	i	7	2.8	-3	COc1ccc(NC(=O)CCc2nc(-c3ccc(C)cc3)no2)cc1Cl
2	-0.5	1.0	2	3	-5	i	-1	-1.4	-4	Cc1ccc2[nH]c(-c3ccccc3)c(CN3CCOCC3)c(=O)c2c1
-4	-1.0	0.5	-1	0	-6	i	5	-0.3	-1	CCNC(=S)N(CCc1c(C)[nH]c2ccc(C)cc12)Cc1cccnc1
0	-0.6	0.1	0	-4	0	i	0	-0.3	4	CC(=O)Nc1nc(C)c(Oc2ccc(Cl)cc2Cl)c(=O)[nH]1
3	0.2	-0.9	6	4	-7	i	-1	-1.4	-1	Cc1c(NS(=O)(=O)c2cccc(C(=O)N3CCC(C)CC3)c2)c(=O)n(-c2ccccc2)n1C
-3	0.6	-0.4	0	9	-12	i	-6	0.1	0	Cc1cc(C)n(CCNC(=O)CC2C(=O)NCCN2Cc2ccccc2C(F)(F)F)n1 (centres undefined)
-6	-0.5	-0.1	-1	0	-1	i	-2	-0.4	-11	COc1ccc2c(c1)C(c1ccc(C)o1)=NNC(c1cccnc1)=N2
-5	-0.3	-0.2	2	0	-13	i	2	0.4	-13	O=C(CSCc1cccc(Cl)c1)N/N=C/c1ccc(OCC(=O)N2CCCCC2)cc1
-7	-0.3	0.1	-8	0	-10	i	-2	1.9	-2	COc1cc(C(=O)OCc2ccc(C)cc2)cc(NC(=O)c2cccs2)c1OC
-8	-0.4	-0.5	3	-1	x	i	1	0.0	-2	Cc1ccccc1-c1cc2nc(NCCOc3ccccc3)n(C)c(=O)c2s1
1	0.2	0.8	-1	-2	-2	i	-6	-0.7	-1	CN(C)S(=O)(=O)c1ccc(NC=O)cc1
1	-0.2	0.1	-7	-2	-7	i	-3	0.4	6	Cc1ccc(-n2c(C)nnc2SCC(=O)N2CCOCC2)cc1
0	-0.3	0.8	-4	-3	-4	i	-2	1.6	-3	CCOC(=O)C1=C(COC(=O)COc2ccccc2C(C)C)NC(=O)NC1C (centres undefined)
0	0.0	0.6	-6	0	3	i	-1	1.3	6	COCC(C)n1c(C)cc(C(=O)COc2ccc(N(C)S(=O)(=O)c3ccc(NC(C)=O)cc3)cc2)c1C (centres undefined)
1	0.3	-0.6	-2	1	-3	i	-2	-0.5	2	CN(Cc1ccon1)Cc1cn(C)nc1-c1ccc2c(c1)OCCO2
1	0.4	0.2	-1	6	-2	i	6	-1.5	15	Cc1ccnc(N2CCCC(C(=O)Nc3cccc(C)c3C)C2)n1 (centres undefined)
-2	0.1	-0.3	-8	-4	-5	i	-4	-0.3	1	CC(C)C(=O)Nc1nnc(SCc2cccc(F)c2)s1
1	0.0	-1.0	-3	-2	-9	i	-8	-0.2	-2	Cc1ccc(N2C(=O)CC(Sc3ncccc3C(=O)O)C2=O)cc1 (centres undefined)
2	-0.4	-0.3	0	-2	-12	i	4	-0.5	1	C=CCOC(=O)C1=C(C)NC(=O)NC1c1cc2c(cc1Br)OCO2 (centres undefined)
-2	-0.4	0.1	4	-3	0	i	-2	-1.4	2	CC1(C)CC(=O)C2=C(C1)N(Cc1ccco1)C(=O)C2(NC(=O)c1cccnc1)C(F)(F)F (centres undefined)
3	0.2	1.1	-1	-3	-5	i	3	0.1	3	CNC(=O)COC(=O)c1ccc(NC(=O)CC#N)cc1
-1	-0.1	1.9	5	1	-5	i	0	2.1	27	CCOc1ccccc1NC(=O)/C(C#N)=C/c1cccnc1
20	0.0	-0.1	-4	3	13	i	7	1.3	5	COC(=O)c1c(NC(=O)/C=C/c2ccco2)sc2c1CCC2
1	0.3	0.5	-10	3	-2	i	-4	0.1	1	COC(=O)c1ccc(C)c(NC(=O)CCSc2ccc(C)cc2)c1
7	-2.1	0.6	2	0	15	i	3	1.1	1	COc1ccccc1CCn1c(N)cc(=O)[nH]c1=O
-8	-0.5	0.6	20	0	0	i	10	-0.2	2	Cc1ccc(C)n1NC(=O)c1cccc(Cl)c1
-9	0.1	1.1	1	0	3	i	3	0.9	-5	Cc1ccc(/C([O-])=C(/C(=S)NCc2ccccc2)[n+]2ccccc2)cc1[N+](=O)[O-]
0	-0.1	0.4	-6	-2	-11	i	-4	-0.1	0	COc1ccc(Oc2nc(OC)cc(OC)n2)cc1
0	-0.2	1.6	-1	-2	-8	i	-2	0.0	-35	Cc1ccc2c(c1)COc1c3ccc(C(=O)NC(C)C)cc3nn1-2
17	-0.5	0.8	11	-2	31	i	6	1.5	0	O=C(NN=Cc1c(O)ccc2ccccc12)c1ccc2c(c1)OCO2
-1	-0.9	-0.6	3	4	-3	i	-1	-1.6	-1	Cc1ccccc1C(=O)NC1CCN(C(=O)N2CCOCC2)CC1
-10	-0.1	1.1	-9	1	-9	i	4	-1.0	0	COC(=O)c1[nH]c2ccc(F)cc2c1NS(=O)(=O)c1ccc(OC)cc1OC
-1	-0.2	-0.4	-1	-1	-14	i	4	-1.7	1	CCCC1(c2ccccc2)NC(=O)N(CC(=O)Nc2cc(S(=O)(=O)N3CCOCC3)ccc2Cl)C1=O (centres undefined)
-1	-0.2	x	-1	2	0	i	-3	4.3	3	N#Cc1nc(COc2cccc(Cl)c2)oc1N1CCN(c2ccccc2)CC1
1	-0.7	-1.3	9	1	-4	i	6	-1.3	-2	CCCCn1c(SCC(=O)NC(C)(C)C)nnc1-c1ccco1
34	-0.2	4.7*	-3	1	0	i	32	2.5	-3	O=C1OC(c2ccc(Cl)cc2)=N/C1=C\C=C\c1ccco1

# Assay outcomes: PubChem, several laboratories
